# HTR5A ag = HTR5A agonists in luminescence cell assay, primary screen, counter-screen for OPRM1-OPRD1 heterodimer agonist project, full-deck HTS | cell-based | activation, % at 9.3 µM | 0.61% of 340,000 active | AID 504692, 2011; in the data active = activation mostly above about 9.5%, no sharp cut-off; inactive = mostly below about 7.6%;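 note: 0% = cells with vehicle only and 100% = reference agonist; strong numbers were not always called active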
# OPRM1-OPRD1 inv = inverse agonists of MOR-DOR heterodimerization, primary screen, cell-based, luminescence; Mu-type opioid receptor (Homo sapiens) + Delta-type opioid receptor (Homo sapiens), …; cell-based MOR-DOR heterodimer luminescence, inverse agonism; inhibition, % at 9.3 µM; 0.21% of 340,000 active; in the data active = inhibition above about 22%, passing the limit was not always enough;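 note: 0% = cells with DMSO and 100% = wells without cells with DMSO; values of inactives mirror those of a sister screen read the other way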
# Arrestin-AP2 inh = inhibitors of beta-arrestin/AP2 binding, primary screen, biochemical, GPCR trafficking, flow cytometry | beta-arrestin 1 C-terminal peptide binding to AP2 beta2-adaptin appendage (human) | FITC-arrestin peptide / GST-AP2 beads; AP2 beta2 appendage carries R879A mutation | 0.31% of 340,000 active | inhibition, % at 10 µM;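 active = inhibition above a set limit, near 3 SD of compounds lacking own fluorescence, cut at about 54% in these data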;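 note: plate controls were DMSO wells for no effect and 5 µM unlabelled arrestin peptide for full effect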
#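 Test system: GST-tagged AP2 beta2-adaptin appendage (R879A) on 4 µm glutathione beads; also added: fluorescein-tagged arrestin peptide at 50 nM final; timing: 12 min plus 1 h, RT; signal: flow cytometry, FL1 (488/535 nm); read-out: percent drop in bead-associated FITC signal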
# HTR5A inv ctr = HTR5A inverse agonists in luminescence cell assay, primary screen, counter-screen for OPRM1-OPRD1 heterodimer inverse agonist project, full-deck HTS; 5-hydroxytryptamine receptor 5A (Homo sapiens), P47898; HTR5A cell line, inverse agonism; inhibition, % at 9.3 µM; 0.083% of 340,000 active; AID 504634, 2011; in the data active = inhibition mostly above about 23%, no sharp cut-off; inactive = mostly below about 18%;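 note: 0% = cells with DMSO and 100% = no-cell wells with DMSO; some compounds called inactive have numbers as strong as hits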
# Pemphigus Ab inh = inhibitors of pemphigus antibody binding to DSG3, primary screen, biochemical, bead-based, flow cytometry, scFv-GFP; AID 588358, 2011; DSG3-coupled beads, scFv-anti-DSG3-GFP binding; active compounds read low; 0.48% of 310,000 active; binding (percent of control), % at 10 µM;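 active = binding more than 3 SD below its plate's average and above zero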;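 note: hits lower antibody fragment binding to DSG3; some compounds called inactive have numbers as strong as hits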
# Target sequence (P32926 whole entry, looked up, the tested form may be a part): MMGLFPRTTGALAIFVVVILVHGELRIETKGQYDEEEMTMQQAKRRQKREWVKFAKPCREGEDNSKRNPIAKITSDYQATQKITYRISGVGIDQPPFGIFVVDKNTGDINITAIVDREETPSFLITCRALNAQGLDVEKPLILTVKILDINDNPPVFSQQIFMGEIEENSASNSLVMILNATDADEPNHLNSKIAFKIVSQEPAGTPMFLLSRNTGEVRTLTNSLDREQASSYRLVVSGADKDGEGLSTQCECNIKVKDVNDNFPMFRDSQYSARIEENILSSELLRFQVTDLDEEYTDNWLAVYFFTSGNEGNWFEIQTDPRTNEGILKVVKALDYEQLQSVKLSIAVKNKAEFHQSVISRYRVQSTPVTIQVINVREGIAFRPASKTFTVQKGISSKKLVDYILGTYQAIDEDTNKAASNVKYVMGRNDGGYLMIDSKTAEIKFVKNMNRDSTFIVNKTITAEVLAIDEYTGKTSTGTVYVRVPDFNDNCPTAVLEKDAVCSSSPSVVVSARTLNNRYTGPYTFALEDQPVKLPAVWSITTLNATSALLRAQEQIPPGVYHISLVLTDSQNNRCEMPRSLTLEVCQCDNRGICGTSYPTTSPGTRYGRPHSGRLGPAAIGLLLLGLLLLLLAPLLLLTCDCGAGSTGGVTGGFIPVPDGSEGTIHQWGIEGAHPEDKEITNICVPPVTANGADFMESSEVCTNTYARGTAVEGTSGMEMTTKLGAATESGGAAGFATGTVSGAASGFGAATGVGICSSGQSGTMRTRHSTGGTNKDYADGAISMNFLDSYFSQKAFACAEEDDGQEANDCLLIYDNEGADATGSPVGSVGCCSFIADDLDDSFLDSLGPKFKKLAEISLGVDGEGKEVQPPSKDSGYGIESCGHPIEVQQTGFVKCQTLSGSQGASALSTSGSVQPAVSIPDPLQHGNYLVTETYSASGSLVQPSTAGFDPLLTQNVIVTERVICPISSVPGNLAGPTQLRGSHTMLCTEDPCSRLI
# V-ATPase pH = regulators of yeast V-ATPase proton pumping, primary screen, pHLuorin cytosolic pH fluorescence | S. cerevisiae | 0.37% of 350,000 active | response, % at 10 µM; in the data active = response mostly above about 7.3%, no sharp cut-off; inactive = mostly below about 5.4%; note: actives read high; inactives centre near 0; some compounds called inactive have numbers as strong as hits; reference of the scale not given here
# MOR-DOR ag = agonists of OPRM1-OPRD1 heterodimerization, primary screen, cell-based, luminescence; Mu-type opioid receptor (Homo sapiens) + Delta-type opioid receptor (Homo sapiens), …; cells; activation, % at 9.3 µM; 0.3% of 340,000 active; AID 504326, 2011; in the data active = activation above about 18%;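 note: 0% = vehicle-treated cells and 100% = reference agonist; values of inactives mirror those of a sister screen read the other way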
# PKA-R1A act = activators of PKA-R1A holoenzyme, primary screen, biochemical, fluorescence polarization, Cy5-IP20, bovine R1A, mouse PKAc; PKA-R1A dissociation; scaled: DMSO 0%, 113 µM cGMP 100%; 0.083% of 340,000 active; AID 504707, 2011; activation, % at 11.4 µM; cAMP-dependent protein kinase type I-alpha regulatory subunit (Bos taurus) + …;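 active = percent activation above the mean of all tested compounds plus 3 SD, cut at about 19% in these data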;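 note: higher means more PKAc released from R1A so a rise in polarization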
# DAGLB inh = DAGLB lipase inhibitors, primary screen, biochemical, fluorescence, HTS; Diacylglycerol lipase-beta (Homo sapiens), Q8NCG7; HEK293T DAGLB membrane lysate, EnzChek fluorogenic substrate; inhibition, % at 5.17 µM; 0.059% of 340,000 active; AID 504411, 2011; in the data active = inhibition above about 34%;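 note: 0% = enzyme with vehicle and 100% = wells lacking enzyme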
# PKA-R2B activ = activators of PKA-R2B holoenzyme, primary screen, biochemical, fluorescence polarization, Cy5-IP20, human; cAMP-dependent protein kinase catalytic subunit beta (Homo sapiens) + cAMP-dependent …; PKA-R2B holoenzyme dissociation; R2B truncated from residue 108, S112A mutant; 0% DMSO only, 100% 113 µM cGMP; activation, % at 11.4 µM; 0.079% of 340,000 active;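 active = activation above a cutoff set at the mean over all compounds plus 3 SD, cut at about 18% in these data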;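 note: higher means more holoenzyme dissociation and a rise in polarization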
# Active calls of the source: *; i = inactive; nt = no result given.
SMILES,HTR5A ag,OPRM1-OPRD1 inv,Arrestin-AP2 inh,HTR5A inv ctr,Pemphigus Ab inh,V-ATPase pH,MOR-DOR ag,PKA-R1A act,DAGLB inh,PKA-R2B activ
CC(NC(N)=O)C(=O)Nc1ccc(Cl)c(S(=O)(=O)Nc2ccc(Cl)cc2)c1 (stereo not drawn),-5,4,22,1,101,-1,-0.8,-15,5,-7
Cc1nn2c(nc(N3CCCCC3)c3ccccc32)c1C=O,6,-12,-5,-11,98,5,2.3,-6,-2,-9
S=C(NCCN(C1CCCCC1)C1CCCC1)Nc1cccc(Cl)c1,3,-51,3,-11,97,-1,11,3,2,6
CC1=C/C(=N\NC(=O)c2ccccc2)CC1,-1,-8,2,3,106,4,1.1,4,-1,-14
CCOc1cc(NCCN2CCOCC2)c([N+](=O)[O-])cc1OCC,-4,-2,14,9,93,1,0.2,-12,6,9
c1cncc(Nc2nc(-c3cccnc3)cs2)c1,2,3,1,30,98,0,-0.5,-1,0,-6
CC(C)N(C(=O)CSc1ncnc2sc(-c3ccccc3)cc12)C(C)C,6,13,2,-16,103,-2,-2.3,-17,-5,-3
CN(CC(=O)Nc1ccccc1C(=O)N1CCCC1)S(=O)(=O)c1ccc(Cl)cc1,1,2,3,5,104,5,-0.3,6,-3,-1
Cc1ccc(Oc2cc(NC(=O)CCCn3nc([N+](=O)[O-])c(Cl)c3C)cc([N+](=O)[O-])c2)cc1,4,5,-21,-14,122,1,-0.8,-7,-4,-4
COC(=O)c1ccc(NC(=O)c2cccc(C)c2[N+](=O)[O-])cc1,-2,-3,22,5,92,2,0.4,-5,-2,-2
CCCC(c1nnnn1CCc1ccccc1)N1CCN(C(=O)c2ccco2)CC1 (stereo not drawn),-5,12,3,13,85,1,-1.9,-5,4,-1
CCOC(=O)Cc1csc(NC(=S)NC(=O)CC(C)C)n1,-6,10,1,15,91,0,-1.4,-6,-3,-6
COc1ccc(NC(=O)COC(=O)c2ccc3ccccc3n2)cc1,2,-8,-2,14,104,1,2.0,-1,-6,2
Cc1cc(CN2C(=O)c3ccccc3C2=O)on1,3,3,3,-9,nt,-1,-0.6,6,0,-2
CCN1CCN(c2nc(N(C)c3ccccc3)nc(N)c2[N+](=O)[O-])CC1,3,4,17,-24,103,3,-0.9,-12,-3,-8
Cc1ccc(Cl)cc1Nc1nc(-c2sc(NC(=O)c3ccco3)nc2C)cs1,-4,-40,1,10,98,1,7.2,-26,-1,-10
CCOc1ccccc1NC(=O)C(=O)NCC1CCCN1CC (stereo not drawn),5,-3,-7,-12,103,-3,0.5,0,0,-13
CC(NC(=O)CCc1nnc(C2CCCCC2)o1)c1ccc(F)cc1 (stereo not drawn),3,-3,-3,-10,111,-2,0.5,3,0,-7
Cc1ncc(C(=O)O)c(C(=O)O)c1N,1,17,30,-5,89,-2,-3.0,-5,-3,-4
COc1cccc(CNc2nc3ccccc3n2C)c1O,0,4,-17,2,118,-2,-0.8,-1,1,5
CCCCCN(C(=O)CN(C)Cc1ccc(OC)cc1OC)c1c(N)n(CCCC)c(=O)[nH]c1=O,2,1,11,0,105,3,-0.1,5,3,10
COc1ccc(CN2CCN(C(=O)Cn3c(=O)oc4cc(Cl)ccc43)CC2)c(OC)c1OC,3,3,-1,-11,107,2,-0.6,-1,0,-6
COC(=O)C1CN(S(=O)(=O)c2ccc(NC(C)=O)cc2)CCS1 (stereo not drawn),-5,3,32,19,nt,0,-0.5,-9,2,2
COc1nc(-c2cccs2)cc(-c2ccc(C)cc2)c1C#N,2,-22,7,-12,102,7,3.8,5,-3,4
C/C(=N\NC(=O)c1nn(C)c(C)c1Br)c1cccc(NC(=O)c2ccc(F)cc2)c1,3,14,-4,-22,102,-2,-2.6,-16,-2,-17
CCOC(=O)Cn1c(CN2CCc3ccccc3C2)nc2c1c(=O)n(C)c(=O)n2C,10,4,-2,-29,97,-2,-0.7,1,2,-9
CCCNC(=O)Cn1cccc1C(=O)c1ccccc1,5,-19,22,-26,105,-1,3.3,-1,1,2
Cc1cccc(N(Cc2nnc3n2CCCCC3)C(=O)Nc2ccccc2)c1,2,5,22,-7,nt,-1,-0.9,8,0,-2
CC(C)(C)OC(=O)N(Cc1ccccc1)Cc1ccccc1OCc1cccc(NC(=O)c2ccccc2)c1,-6,-4,-15,21,110,-1,0.9,-1,-12,-5
COc1ccc(/C=N/N2CCN(c3ccccc3OC)CC2)cc1OC,5,8,2,-22,nt,1,-1.5,-5,-1,2

# Filtered by structure: the entries above containing a furan ring, fused or not.
SMILES,HTR5A ag,OPRM1-OPRD1 inv,Arrestin-AP2 inh,HTR5A inv ctr,Pemphigus Ab inh,V-ATPase pH,MOR-DOR ag,PKA-R1A act,DAGLB inh,PKA-R2B activ
CCCC(c1nnnn1CCc1ccccc1)N1CCN(C(=O)c2ccco2)CC1 (stereo not drawn),-5,12,3,13,85,1,-1.9,-5,4,-1
Cc1ccc(Cl)cc1Nc1nc(-c2sc(NC(=O)c3ccco3)nc2C)cs1,-4,-40,1,10,98,1,7.2,-26,-1,-10

# (further entries)
SMILES,HTR5A ag,OPRM1-OPRD1 inv,Arrestin-AP2 inh,HTR5A inv ctr,Pemphigus Ab inh,V-ATPase pH,MOR-DOR ag,PKA-R1A act,DAGLB inh,PKA-R2B activ
CCOc1ccc(S(=O)(=O)N(CC(=O)NC2CCCC2)c2ccc(F)cc2)cc1,3,14,-2,-8,99,-1,-2.7,2,-3,-2
O=C(NCc1csc2ccc(Cl)cc12)Nc1ccccc1,-3,1,42,3,nt,0,-0.2,1,-12,-3
CCOC(=O)Cc1csc(NC(=O)c2cccnc2)n1,1,2,-8,-10,99,0,-0.3,3,-1,-7
CC1CC(c2ccccc2)n2nc(N3C(=O)c4ccccc4C3=O)nc2N1 (stereo not drawn),1,17,0,7,nt,7,-3.9,6,1,-8
CCCCSCc1nc2ccccn2c1Br,-2,6,-8,0,105,-1,-1.1,-6,-1,-4
C[C@H]1CNC(=O)c2c(C(=O)N[C@@H](Cc3c[nH]c4ccccc34)C(=O)OC(C)(C)C)ncn21,nt,nt,nt,nt,100,0,nt,-15,4,-2
CN(C)S(=O)(=O)c1cccc(NC(=O)c2cc3c(=O)n4ccccc4nc3s2)c1,0,2,13,-30,40,0,-0.3,1,0,4
O=C(NCc1ccco1)c1cnc2n(c1=O)CCS2,0,1,1,-12,98,2,-0.1,5,-2,16
O=C(c1cccc(N2C(=O)C3C4C=CC(C4)C3C2=O)c1)N1CCCc2ccccc21 (stereo not drawn),-3,7,-21,7,114,0,-1.5,0,0,2
C#CCOCCOCCOCCNc1nc(N2CCN(C(=O)Cn3cc(CCCCN)nn3)CC2)nc(N2CCN(C(=O)[C@H](Cc3ccc(O)cc3)n3cc(CCO)nn3)CC2)n1,-6,13,-9,15,101,-5,-2.4,-8,-4,0
CC(C)(C)c1ccc(-c2noc(CCC(=O)NCC3CCCO3)n2)cc1 (stereo not drawn),6,2,8,-8,102,0,-0.3,-5,-6,-6
CCCN(C(=O)C1CC(=O)N(c2ccccc2C(C)CC)C1)C1CCS(=O)(=O)C1 (stereo not drawn),-1,11,-12,5,107,15,-2.9,-3,-1,0
Cc1cccc(NC(=O)Nc2ccc(Oc3c(F)c(F)c(F)c(F)c3F)cc2)c1,-1,-68,-2,3,96,3,12,3,-7,-7
CC(C)(C)Nc1c([N+](=O)[O-])c(=O)sc2ccccc12,0,2,16,-24,98,1,-0.4,2,1,-7
CC(=O)c1cccc(NC(=O)N2CCCC2C(=O)NCc2ccc3c(c2)OCO3)c1 (stereo not drawn),2,13,-24,-5,109,0,-2.7,-3,-1,-6
O=C(Nc1ccc(NC(=S)NC(=O)c2ccccc2Cl)cc1)c1cccc(Cl)c1,-5,9,59*,11,99,2,-1.5,-9,0,-10
O=C(N=C1SC2CS(=O)(=O)CC2N1Cc1ccc(F)cc1)C1CCCO1 (stereo not drawn),-4,15,-4,13,103,2,-2.8,7,-2,0
O=C(Cc1ccc(Cl)cc1)NNc1c(F)c(F)cc(F)c1F,6,-9,0,-34,105,1,1.7,-5,-5,-8
COc1ccccc1C(=O)Oc1cc(N)n(S(=O)(=O)c2ccccc2)n1,-2,22,37,6,97,0,-4.5,-1,-2,0
OC(CNC1Cc2ccccc2C1)COc1ccc(Cl)cc1 (stereo not drawn),-4,-9,-2,-14,nt,-1,1.8,0,-1,-6
CC(=O)Nc1cccc(NC(=O)C2CC3CCC2C3)c1 (stereo not drawn),5,4,-5,-14,90,3,-0.7,-1,-2,-15
COc1ccc(-c2ccccc2)cc1NCc1ccc(OC)c(OC)c1,4,0,7,11,130,4,0.0,-5,-3,-9
Oc1[nH]c2ccccc2c1N=NC(=S)N1CCOCC1,-11,23,8,21,86,1,-4.5,2,14,6
COc1ccc(-n2c(Cc3cccn3C)nnc2SCC(=O)Nc2nc(C)cs2)cc1,-5,14,1,13,101,-4,-2.8,-5,4,3
Cc1cccc(-c2nc(CN3CCCC(C(=O)NC4CCC(C)CC4)C3)c(C)o2)c1 (stereo not drawn),2,-14,27,-5,99,-1,2.7,10,-9,1
COc1cc2cc(CCOC(=O)c3ccc(C#N)cc3)oc(=O)c2cc1OC,-8,16,-3,21,103,7,-2.9,-4,-3,-7
CC(C)CC(NC(=O)C1CCC(C)CC1)C(=O)Nc1ccccn1 (stereo not drawn),8,11,23,-22,nt,-3,-1.8,9,0,0
CCOC(=O)c1[nH]c2ccccc2c1NC(=O)CC(C)(C)C,2,11,-9,-5,103,0,-1.9,-4,-3,2
COc1ccc(/C=C/C(=O)NC(=S)N2CCSCC2)cc1,1,15,-22,-3,104,2,-2.9,-5,-1,5
CC1CCCN(C(=O)Cn2nnc(-c3ccccc3F)n2)C1 (stereo not drawn),0,5,2,26,103,-2,-0.9,0,-1,-4
CC(C)CCn1c(=O)c2ccccc2n2c(CCl)nnc12,1,3,3,-4,93,0,-0.7,-13,-5,-2
CN(C)CCCN(C(=O)c1ccc(S(=O)(=O)N2CCc3ccccc32)cc1)c1nc2ccc(F)cc2s1,5,i,27,-42,105,0,179*,-6,-1,-1
NC(=O)C[n+]1cccc2ccccc21,6,8,-9,-31,101,-2,-1.4,-7,-3,3
COc1ccccc1C1CC(=O)Oc2cc(C)c(Cl)c(C)c21 (stereo not drawn),-4,-22,1,14,102,0,4.3,-1,-4,-5

# Compound activity deposited in PubChem by several laboratories.
